# From PubChem
# CCHF vOTU inh: CCHFV vOTU protease inhibitors, primary screen, biochemical, Pep-AMC substrate, fluorescence; Crimean-Congo hemorrhagic fever virus L polyprotein viral ovarian tumor (vOTU) protease …; inhibition, % at 11.5 µM; actives 0.55% (n = 370,000); AID 651958, 2012; in the data active = inhibition above about 30%; also: 0% = vehicle wells with enzyme and 100% = no enzyme wells
# Vc quorum ag: inducers of Vibrio cholerae quorum light production without autoinducers, primary screen, BH1578 luxS cqsA deficient, single point; V. cholerae BH1578 lux reporter, luminescence, 6 h; actives 0.16% (n = 350,000); activation, % at 18.7 µM; in the data active = activation mostly above about 9.7%, no sharp cut-off; inconclusive = no clear call, values can overlap the other calls; inactive = mostly below about 3.7%; also: not every result past the cut was called active; inactives centre near 0; reference of the scale not given here
# PfHsp40 yeast: rescue of yeast from PfHsp40 toxicity, primary screen, S. cerevisiae, ATP luminescence; actives 0.68% (n = 340,000); growth rescue, % at 12.5 µM; S. cerevisiae expressing PfHsp40, growth rescue; in the data active = growth rescue above about 28%, passing the limit was not always enough; inconclusive = no clear call, values can overlap the other calls;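 also: yeast W303a lacking pdr1 and pdr3 grown in galactose medium; growth measured after three days at 30 °C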
# Anthrax LF prot: Bacillus anthracis LF protease inhibitors, primary screen, biochemical, multiplex microsphere, MLPCN library; AID 588501, 2011; inhibition, % at 10 µM; multiplex microsphere protease cleavage assay; actives 0.12% (n = 360,000); also: plate controls were buffer without enzyme for full effect and enzyme alone for no effect
# Target sequence (P15917 whole entry, looked up): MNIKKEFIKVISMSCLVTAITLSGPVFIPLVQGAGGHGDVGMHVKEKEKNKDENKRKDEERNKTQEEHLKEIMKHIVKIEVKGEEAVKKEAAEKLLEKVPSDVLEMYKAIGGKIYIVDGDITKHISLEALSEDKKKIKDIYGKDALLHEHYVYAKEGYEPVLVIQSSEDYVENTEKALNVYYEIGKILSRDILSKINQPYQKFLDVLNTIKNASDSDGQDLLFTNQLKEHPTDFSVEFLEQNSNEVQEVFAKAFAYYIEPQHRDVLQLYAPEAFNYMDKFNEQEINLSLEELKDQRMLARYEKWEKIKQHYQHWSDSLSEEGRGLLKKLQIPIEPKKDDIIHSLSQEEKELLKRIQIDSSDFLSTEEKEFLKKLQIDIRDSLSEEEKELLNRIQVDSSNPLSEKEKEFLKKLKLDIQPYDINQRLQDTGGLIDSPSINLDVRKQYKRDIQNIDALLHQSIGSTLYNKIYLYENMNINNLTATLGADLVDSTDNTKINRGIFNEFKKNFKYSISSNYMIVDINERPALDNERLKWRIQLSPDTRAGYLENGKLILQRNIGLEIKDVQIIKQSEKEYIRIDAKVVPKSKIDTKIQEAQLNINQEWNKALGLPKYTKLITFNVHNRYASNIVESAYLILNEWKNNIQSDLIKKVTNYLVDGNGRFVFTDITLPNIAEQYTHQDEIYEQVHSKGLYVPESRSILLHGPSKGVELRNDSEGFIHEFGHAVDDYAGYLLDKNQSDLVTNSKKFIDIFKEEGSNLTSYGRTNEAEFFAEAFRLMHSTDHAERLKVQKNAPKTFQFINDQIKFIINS
# TcdB inh: TcdB glycohydrolase inhibitors, primary screen, biochemical, single point, plate reader. Toxin B (Clostridioides difficile), P18177. TcdB glycohydrolase enzymatic assay. inhibition, % at 9.99 µM. actives 0.24% (n = 350,000). AID 652162, 2013; in the data active = inhibition above about 10%
# BoNT-A LC inh2: BoNT/A light chain protease inhibitors, primary screen, biochemical, flow cytometry, MLPCN library; Botulinum neurotoxin type A light chain protease (Clostridium botulinum A str. ATCC 3502); multiplex microsphere protease substrate cleavage; inhibition, % at 10 µM; actives 0.17% (n = 360,000); also: plate controls were buffer without enzyme for full effect and enzyme alone for no effect
# SARS 3CLpro inh: SARS-CoV 3CLpro protease inhibitors, primary screen, biochemical, quenched FRET. Replicase polyprotein 1ab (Severe acute respiratory syndrome coronavirus), P0C6X7. recombinant SARS-CoV 3CLpro, quenched FRET peptide cleavage. inhibition, % at 6 µM. actives 0.14% (n = 290,000); in the data active = inhibition above about 12%
# VHR inh abs: VHR1 phosphatase inhibitors, primary screen, biochemical, absorbance, uHTS | Dual specificity protein phosphatase 3 (Homo sapiens), P51452 | recombinant VHR phosphatase, pNPP absorbance | inhibition, % at 13.3 µM | actives 0.52% (n = 290,000) | AID 1654, 2009; in the data active = inhibition above about 50%; also: some compounds called inactive have numbers as strong as hits
# Target sequence (P51452 whole entry, looked up): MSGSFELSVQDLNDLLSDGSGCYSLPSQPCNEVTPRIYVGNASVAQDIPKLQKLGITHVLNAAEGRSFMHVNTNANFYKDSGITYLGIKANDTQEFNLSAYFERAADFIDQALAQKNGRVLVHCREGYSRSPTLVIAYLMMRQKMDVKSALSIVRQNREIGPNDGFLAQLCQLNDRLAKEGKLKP
# Yp Topo-I inh: Yersinia pestis topoisomerase I inhibitors, primary screen, biochemical, cleavage product accumulation, plate reader, single point | AID 504884, 2011 | activity, % at 10 µM | actives 0.064% (n = 360,000) | Y. pestis Topo-I cleavage product accumulation; in the data active = activity above about 50%, passing the limit was not always enough; inconclusive = no clear call, values can overlap the other calls; also: inactives centre near 2
# SSB-PriA inh: inhibitors of Klebsiella pneumoniae PriA binding to SSB C-terminal tail, primary screen, biochemical, AlphaScreen. AlphaScreen SSBct-PriA binding, biotinylated peptide. actives 0.6% (n = 430,000). PriA–SSB C-terminal tail interaction (Klebsiella pneumoniae). inhibition, % at 33 µM; in the data active = inhibition mostly above about 37%, no sharp cut-off; inactive = mostly below about 20%;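 also: plate controls were negative control peptide for no effect and reference peptide for full effect; strong numbers were not always called active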
# * = called active by the depositor; i = inactive; ? = inconclusive; . = not tested or not shown; & = joins results of further samples. Rule as the data show it, unless noted: active = inhibition above about 30%; inconclusive = no clear call, values can overlap the other calls; inactive = below that. The list is partial; count on the stated rates, not on these rows.
Compound	PfHsp40 yeast	SSB-PriA inh	CCHF vOTU inh	BoNT-A LC inh2	Vc quorum ag	VHR inh abs	Yp Topo-I inh	TcdB inh	Anthrax LF prot	SARS 3CLpro inh
Cc1ccc(C(=O)Nc2nccc(C)n2)cc1	-1.2	-8	-1	-2.5	i	31	6	1.5	2	-1
Cc1cc(C)n2c(NC3CCCCC3)c(-c3cccnc3)nc2n1	.	.	-7	1.3	.	.	.	-0.1	3	.
O=C(c1ccccc1NS(=O)(=O)c1cccc([N+](=O)[O-])c1)N1CCOCC1	-0.6	-5	-3	0.5	0.7	18	10	.	-4	-2
O=[N+]([O-])c1ccc(C(O)CSC(=S)N2CCCCC2)cc1 (stereo unspecified)	7.7	5	-6	-0.3	i	-3	6	1.3	3	3
COc1cccc(C(=O)Nc2ccc(C(=O)c3ccncc3)cc2)c1	-0.5	10	6	0.7	i	30	12	0.9	7	-1
Cc1ccc(N2CC(C(=O)Nc3nnc(SCC(=O)Nc4cc(C)on4)s3)CC2=O)cc1 (stereo unspecified)	2.9	-18	-12	1.1	-0.7	0	-5	0.0	1	-4
COc1ccc(N(C(=O)CNC(=O)c2ccco2)C(C(=O)NCC2CCCO2)c2ccccc2)cc1Cl (stereo unspecified)	-0.4	-9	0	-0.3	-0.2	32	2	-0.5	0	2
CCCNC(=O)C1(C)CCCN(C(=O)C2(c3ccc(Cl)cc3)CCCC2)C1 (stereo unspecified)	.	.	14	-0.3	-0.5	.	41	1.3	-2	.
Cc1cc(C(=O)N/N=C/c2c3ccccc3cc3ccccc23)n[nH]1	2.0	.	5	-0.3	-0.6	29	15	-0.7	-1	-3
COc1ccccc1/C=C/C=N/N1CCN(Cc2ccc(Cl)cc2)CC1	0.3	.	11	-1.7	-0.3	10	6	.	-3	3
CCCCc1c(O)nc(SCC(=O)O)[nH]c1=O	-0.7	-15	-21	-0.6	-0.3	11	3	1.4	-4	-2
CCCC12CN3CC(C)(CN(C1)C3c1ccco1)C2=O (stereo unspecified)	-1.3	3	1	1.2	2.1	34	5	1.2	-10	-3
CCCCCC1CC(=O)N(Cc2ccccc2)C(=O)N1 (stereo unspecified)	1.6	-4	-2	0.3	i	14	1	.	1	2
CCOC(=O)c1sc(NC(=O)Cc2ccc(F)cc2)nc1C	-0.2	-9	6	0.1	-0.2	-10	-5	-0.1	-4	3
Cc1ccc(N2CN(CCc3ccccc3)CNC2=S)cc1	24	-1	-9	-3.5	-0.3	17	-3	-0.3	1	3
O=C(N/N=C/c1cccs1)C(O)c1ccccc1 (stereo unspecified)	-0.6	i	5	-2.2	-0.7	14	-13	-0.5	6	-4
CN1CCN(c2ccccc2NC(=O)COc2ccc(C3CCCCC3)cc2)CC1	-0.5	15	-5	-7.9	-0.4	19	38	-0.6	-5	-4
[O-]/[N+](=C\c1cccc(Br)c1)c1ccccc1	0.3	1	9	0.3	-0.3	-3	1	-0.4	0	4
Cc1ccc(/C(O)=C2\C(=O)C(=O)N(C)C2c2cccc([N+](=O)[O-])c2)cc1 (stereo unspecified)	0.4	.	18	-2.1	-0.3	8	4	-4.8	7	2
CC(C)(C)c1ccc(NC(=O)COC(=O)CCN2C(=O)c3cccc([N+](=O)[O-])c3C2=O)cc1	0.1	-6	8	-0.6	i	3	19	0.6	-2	0
COc1cccc(C(C)(O)c2nc(-c3cccc(C(=O)O)c3)cs2)c1 (stereo unspecified)	.	.	-11	-0.3	2.5	.	1	1.8	-8	.
COc1ccc(C2=CCCCCC2)c(OC)c1OC	-0.1	-17	5	-0.3	i	.	5	0.9	-1	.
CN(c1ccc(C(=O)NC2CCCC2)cc1)S(=O)(=O)c1ccccc1	1.2	1	-1	-4.4	i	31	5	0.7	11	-4
COc1cc(Br)cc(Br)c1OCC(=O)N/N=C/c1c(C)n(C)n(-c2ccccc2)c1=O	-0.4	.	20	2.4	i	6	12	-0.7	-1	0
CC(=O)N1CCOc2ccc(S(=O)(=O)N3CCCCC3)cc21	1.0	-10	15	-2.0	-0.3	-4	4	0.7	2	0
Cc1ccc(C(=O)COC(=O)c2cnccn2)cc1	-0.5	-8	-18	-0.2	-0.3	-8	-7	.	3	-6
CCOC(=O)c1cnc2ccc(Cl)cc2c1NCCN(C)C	0.2	10	10	0.2	0.3	13	4	.	-1	4
Cc1ccc(NC(=O)[C@@H](CC(C)C)NC(=O)[C@@H]2Cc3ccccc3CN2)cc1	-0.2	-5	-5	1.0	-0.5	25	-5	0.8	1	-1
O=C(Nc1ccc(Cl)cc1)C(c1ccccc1)N(CCO)CCO (stereo unspecified)	0.5	15	9	-4.2	2.2	11	1	.	-3	0
CC(=O)C(Cc1ccccc1)NC(=O)COC(=O)c1cccc(C)c1[N+](=O)[O-] (stereo unspecified)	-0.9	-4	-3	1.5	i	.	-4	0.7	3	.
COc1ccc2oc(C(=O)OCC(=O)N3CCN(c4ccccc4)CC3)c(C)c2c1	-1.6	-15	3	2.5	-3.4	.	10	0.3	-5	.
COC(=O)c1ccc(Cl)c(NC(=O)CN2CCN(Cc3ccccc3)CC2)c1	-0.6	-12	3	1.6	-0.6	11	9	.	3	-4
COc1ccccc1NS(=O)(=O)c1cccc(C(=O)N/N=C/c2ccc(N3CCOCC3)cc2)c1	-0.4	.	20	1.4	i	-7	1	0.0	2	-5
O=C(Oc1ccccc1)c1ccccc1OS(=O)(=O)c1ccccc1	-0.8	-58	3	-1.1	-7.1	19	18	.	6	0
Cc1cc(NC(=O)C2(c3ccccc3)CCCC2)no1	-0.1	-19	4	-2.1	-2.3	-9	-2	.	-3	-7
CC(C)CN(C(=O)c1ccco1)c1nc2ccccc2s1	1.4	-23	-8	2.2	-1.3	14	-3	0.9	-3	2
CCN(CC(=O)Nc1ccc(Br)cc1)C(=O)Cc1cccc(F)c1	1.6	-5	6	-0.9	-0.3	16	5	-0.3	-1	0
CCCNC(=O)C1(C)CCCN(C(=O)c2ccc3sccc3c2)C1 (stereo unspecified)	.	.	-2	-0.7	0.2	.	-2	-0.4	-4	.
Cc1c(NC(=S)NC(=O)C2CCCCC2)c(=O)n(-c2ccccc2)n1C	1.6	6&0	-20	0.8	-0.3	7	5	.	3	4
Cc1cc(C)c2sc(NC(=O)c3ccc([N+](=O)[O-])o3)nc2c1	-0.1	3&-9	6	-0.5	-0.3	21	0	1.2	1	4
CCC(C)C(NC(=O)OC(C)(C)C)C(=O)NC(C(=O)N1CCCC1C(N)=O)C(C)CC (stereo unspecified)	-0.6	-6	8	0.1	1.3	-8	-14	.	2	3
CC(Sc1nc2ccccc2c(=O)n1CC1CCCO1)C(=O)N(C)Cc1ccccc1 (stereo unspecified)	0.1	-10	2	-3.3	-14	.	25	1.1	0	.
CCOC(=O)c1c(C)nc2c(c1-c1ccccc1)C(=O)CC(C)(C)C2	-1.6	-9	1	0.1	i	27	13	.	-4	0
O=C(CSC(=S)N1CCCC1)N/N=C/c1c(O)[nH]c(=S)[nH]c1=O	-0.7	.	21	-0.3	0.8	.	6	-3.3	0	.
CN1CCN(c2ncnc3nc[nH]c23)CC1	-1.1	-9	-2	0.2	i	6	2	0.9	0	-3
COc1ccc(CN(C)C(=S)Nc2ccc(Cl)cc2)cc1	2.8	.	8	0.0	-0.3	20	-1	1.2	-6	-2
CCOC(=O)c1cnc(SCC(=O)Nc2cc(C(F)(F)F)ccc2N2CCOCC2)nc1N	2.1	-16	1	-1.3	0.2	-8	6	.	-4	5
O=C(COc1ccc([N+](=O)[O-])cc1)Nc1nnc(-c2cccnc2)s1	-2.7	2	1	-0.1	-0.4	27	-4	-3.8	-8	2
COc1ccc(-c2ccc3c(c2)S(=O)(=O)c2cccc(C(=O)NC4CCCCC4)c2C3=O)cc1OC	-1.2	5	.	1.0	i	.	-2	.	0	.
Cc1cc(C(=O)OC(C)C(=O)Nc2ccccc2)c(C)n1C1CC1 (stereo unspecified)	.	.	4	-0.2	i	.	5	-0.2	-1	.
NC(=O)c1c(NC(=O)c2ccccc2C(=O)O)sc2c1CCCC2	-0.8	-2	5	6.1	i	-8	-5	0.6	1	4
Cc1cc(C)cc(N(CCC#N)C(=O)CSc2ncnc3sccc23)c1	-1.0	-7	4	-0.4	i	.	4	-2.3	-5	.
COc1ccccc1C(=O)N/C(=C\c1ccc(Br)cc1)C(=O)NCC(=O)O	-1.1	-17	-9	-0.6	-0.5	-8	-1	1.7	-1	2
CC(C)(C)c1ccc(C(=O)c2c[nH]c(C(=O)NCCCn3ccnc3)c2)cc1	-0.1	28	-1	?	i	16	-8	.	-1	-7
Cc1cc(-c2nnc(CCC(=O)NC(C)c3ccccc3Cl)o2)no1 (stereo unspecified)	0.8	2	-14	-0.5	-0.2	-12	-1	-1.1	-4	0
O=C(CSc1ncccn1)N1CCN(C(=O)CSc2ncccn2)CC1	-0.6	0	-23	0.6	-0.3	-3	-6	.	-1	0

# In another format: two of the compounds above.
canonical_smiles: NC(=O)c1c(NC(=O)c2ccccc2C(=O)O)sc2c1CCCC2
  PfHsp40 yeast: -0.8 | SSB-PriA inh: -2 | CCHF vOTU inh: 5 | BoNT-A LC inh2: 6.1 | Vc quorum ag: i | VHR inh abs: -8 | Yp Topo-I inh: -5 | TcdB inh: 0.6 | Anthrax LF prot: 1 | SARS 3CLpro inh: 4

canonical_smiles: Cc1cc(C)cc(N(CCC#N)C(=O)CSc2ncnc3sccc23)c1
  PfHsp40 yeast: -1.0 | SSB-PriA inh: -7 | CCHF vOTU inh: 4 | BoNT-A LC inh2: -0.4 | Vc quorum ag: i | VHR inh abs: . | Yp Topo-I inh: 4 | TcdB inh: -2.3 | Anthrax LF prot: -5 | SARS 3CLpro inh: .

# Carrying on.
Compound	PfHsp40 yeast	SSB-PriA inh	CCHF vOTU inh	BoNT-A LC inh2	Vc quorum ag	VHR inh abs	Yp Topo-I inh	TcdB inh	Anthrax LF prot	SARS 3CLpro inh
CCCCOC(=O)C1=C(C)Nc2ncnn2C1c1ccc(OCC)c(OC)c1 (stereo unspecified)	-1.0	2	9	1.3	-0.2	22	18	.	-5	2
N#CC1=C(N)Oc2n[nH]c(CSc3ccccc3)c2C12C(=O)Nc1ccccc12 (stereo unspecified)	15	8	-15	-3.5	i	-11	4	0.8	-6	4
O=C(NNC(=O)c1cccc(C(F)(F)F)c1)c1ccncc1	-0.4	4	15	-2.6	i	-2	0	-2.1	-13	1
O=C(CCC1CCN(C(=O)C2CC=CCC2)CC1)Nc1ccccc1 (stereo unspecified)	.	.	-6	0.4	i	.	1	0.0	-4	.
CN1CCN(C(=O)c2ccc3c(=O)n(Cc4ccc(Cl)cc4)c(=S)[nH]c3c2)CC1	1.1	12	-1	-1.3	-0.2	18	1	.	-2	5
COc1ccccc1CNC(=O)CCN1C(=O)COc2ccccc21	-0.3	-1	18	0.9	-1.4	42	-1	0.4	-2	-3
Cc1nn(C)cc1C(=O)/C=C/c1ccc([N+](=O)[O-])cc1	-0.3	-13	-5	1.8	i	7	26	0.1	-4	2
Cc1[nH]n(-c2ccccc2)c(=O)c1/C=N/N1C(=O)c2cccc3cccc(c23)C1=O	6.9	.	3	-1.2	-0.2	11	0	0.5	-5	1
O=C(Nc1ccccc1[N+](=O)[O-])C1C(c2ccccc2)=C1c1ccccc1	-0.7	8	8	-0.2	-0.2	10	1	0.1	-1	4
